# USP1-UAF1 inh = USP1/UAF1 (human) deubiquitinase inhibition. O94782. recombinant USP1/UAF1, Ub-Rhodamine cleavage fluorescence. Potency, µM (top dose mostly 57.1 µM), for inactives: at the highest dose activity change, negative = inhibition, actives largely listed as inhibitors. 390,000 tested, 0.23% active. AID 743255; also: potency is read from the fitted curve at half-maximal effect; % is scaled to controls: 0 for no effect and ±100 for the full control effect; nearly all actives have a fitted effect of over 60% in size; inactives centre near -12
#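 USP1/UAF1 complex at 1 nM was preincubated with compound for 15 min at room temperature, then Ub-Rho substrate (150nM final) was added. Fluorescence (480/540 nm) was read kinetically, 6 reads every 60 seconds.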
# D2 ag = agonists of human D2 dopamine receptor. HEK293 T-REx D2 cells, calcium flux agonist mode. 340,000 tested, 0.53% active. AID 485358. activation, % at 2 µM. P14416;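 active = activation over 3 SD above normal in the single-dose calcium agonist read, cut at about 30% in these data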; also: 0% is about no effect
#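 Tetracycline-induced HEK293 T-REx cells with force-coupled D2 receptor, plated overnight at 30 C, loaded with no-wash calcium dye. After a 10 s baseline, compound was pin-added and calcium flux read kinetically for 180 s; calcium rises flagged agonists.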
# IDH1 R132H inh = blocks human mutant IDH1 R132H enzyme; O75874; IDH1-R132H enzyme, NADPH consumption, diaphorase/resazurin fluorescence; Potency, µM (highest dose often 76.6 µM), for inactives: top-dose activity change, negative = inhibition, usual class: inhibitors; 390,000 tested, 0.093% active; AID 602179; also: potency is read from the fitted curve at half-maximal effect; % is scaled to controls: 0 for no effect and ±100 for the full control effect; nearly all actives have a fitted effect of over 65% in size
# Target sequence (O75874 whole entry R132H, stated change not applied): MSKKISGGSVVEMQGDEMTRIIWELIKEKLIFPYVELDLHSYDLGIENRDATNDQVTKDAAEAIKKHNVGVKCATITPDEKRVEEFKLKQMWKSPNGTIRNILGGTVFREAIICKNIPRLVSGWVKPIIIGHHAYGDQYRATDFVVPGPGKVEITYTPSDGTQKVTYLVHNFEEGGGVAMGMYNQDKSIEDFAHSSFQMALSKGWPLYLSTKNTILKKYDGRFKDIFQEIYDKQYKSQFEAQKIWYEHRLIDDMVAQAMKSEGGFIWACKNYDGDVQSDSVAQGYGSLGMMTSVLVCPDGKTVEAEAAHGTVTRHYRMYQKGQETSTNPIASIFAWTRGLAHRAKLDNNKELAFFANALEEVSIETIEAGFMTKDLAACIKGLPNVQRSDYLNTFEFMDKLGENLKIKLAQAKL
#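 IDH1-R132H (0.5 ug/mL dispensed) in pH 7.5 Tris buffer was preincubated 30 min with compound, then given a substrate mix of 0.016 mM NADPH and 2 mM alpha-KG for 80 min at room temperature; remaining NADPH was read by diaphorase/resazurin fluorescence.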
# PI4K2A inh = PI4K2A (human) kinase inhibition | Q9BTU6 | purified PI4K2A, ADP-Glo luminescence, 1 h; active compounds read low | activity change, negative = inhibition, % at 76.9 µM | 420,000 tested, 0.13% active; in the data active = activity change below about -50%; inconclusive = mostly about -30% to -49%;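 also: -100% = wells without enzyme as full effect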
#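 Compounds are screened against recombinant PI4K2A using PI as substrate and ATP, the latter dispensed at 300 microM. Reactions run one hour at ambient temperature before ADP-Glo detection; full inhibition defined by wells lacking enzyme.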
# TRHR PAM = allosteric enhancers of human TRH receptor; 360,000 tested, 0.66% active; enhancement, % at 2 µM; P34981; TRHR cells, fluo-8 calcium fluorescence, EC20 TRH enhancement; in the data active = enhancement above about 30%; also: 0% is about no effect
#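 Enhancer read-out: after compound pinning and an initial kinetic agonist-mode read, an EC20 of TRH (10 nM final) was injected and fluo-8 calcium signal (Ex 480/Em 530) followed at 1 s/cycle for 100 cycles in TRHR-expressing cells.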
# TRHR agonist = TRH receptor (human) agonism. P34981. TRHR cells, calcium flux fluo-8, FDSS agonist mode. 360,000 tested, 0.18% active. activation, % at 2 µM. AID 493084; in the data active = activation above about 30%; also: 0% is about no effect
#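 Fluo-8-loaded TRHR cells; 10 s baseline, compound added, kinetic Ca2+ fluorescence read 1/s, agonist mode.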
# D2 antagonist = antagonizes the human D2 dopamine receptor; P14416; 340,000 tested, 2% active; HEK293 TREx D2 cells, calcium flux, dopamine EC80; inhibition, % at 10 µM; in the data active = inhibition above about 30%; also: 0% is about no effect
#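 Calcium mobilization kinetics were recorded at 1 s intervals in tetracycline-induced HEK293 T-REx D2 cells, first for 180 s after compound addition and then 180 s after EC80 dopamine.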
# rTrxR1 inhibitor = rat TrxR1 inhibition | O89049 | recombinant rTrxR1, NADPH fluorescence consumption, selenite substrate | Potency, µM (series often up to 114 µM), for inactives: at the top dose activity change, negative = inhibition, usual class: inhibitors | 390,000 tested, 1% active | AID 588453; also: potency is read from the fitted curve at half-maximal effect; % is scaled to controls: 0 for no effect and ±100 for the full control effect; nearly all actives have a fitted effect of over 65% in size
# Target sequence (O89049 whole entry, looked up): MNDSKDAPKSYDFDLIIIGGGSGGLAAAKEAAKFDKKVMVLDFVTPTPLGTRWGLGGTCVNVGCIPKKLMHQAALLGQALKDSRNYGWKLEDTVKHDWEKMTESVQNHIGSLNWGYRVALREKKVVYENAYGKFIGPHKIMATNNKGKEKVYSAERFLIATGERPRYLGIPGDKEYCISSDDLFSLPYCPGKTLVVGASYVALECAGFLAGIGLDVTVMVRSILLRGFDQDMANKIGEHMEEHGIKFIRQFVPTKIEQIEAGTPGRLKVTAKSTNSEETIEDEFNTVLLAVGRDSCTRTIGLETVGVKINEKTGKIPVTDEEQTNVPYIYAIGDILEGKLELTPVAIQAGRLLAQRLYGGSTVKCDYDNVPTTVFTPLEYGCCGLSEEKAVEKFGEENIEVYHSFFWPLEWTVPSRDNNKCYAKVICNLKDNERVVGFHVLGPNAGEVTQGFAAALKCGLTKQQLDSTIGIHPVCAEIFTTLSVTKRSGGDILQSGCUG
#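 Rat TrxR1 (90 nM in the dispensed reagent) was pre-reduced with 400 uM NADPH for 5 min at room temperature, then incubated with compound for 15 min. After 400 uM selenite was added, NADPH fluorescence (Ex 340/Em 450 nm) was followed for 8 min.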
# TrxR1 substrate = rat thioredoxin reductase 1 substrate activity; purified TrxR1 substrate turnover, NADPH consumption readout; Potency, µM (highest dose often 114 µM), for the others: top-dose activity change, negative = substrate turnover; 390,000 tested, 0.01% active; also: potency is read from the fitted curve at half-maximal effect; % is scaled to controls: 0 for no effect and ±100 for the full control effect; nearly all actives have a fitted effect of over 50% in size
#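 Rat TrxR1, dispensed at 90 nM, was prereduced with 400 uM NADPH (final) for 5 min at ~22 deg C, then incubated with compound 15 min before 400 uM selenite. A first-read NADPH fluorescence drop versus no-compound background flagged substrates.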
# Numbers without * were called inactive; ? = inconclusive; . = no result given; [ ] = another dose, or the depositor's remark. Unless noted, calls follow the shape of the dose curve; as a rule, active = well fitted inhibition curve with a large enough effect; inconclusive = small, poorly fitted or top-dose-only effect; inactive = no such curve, though single readings can be large or run the other way.
SMILES,USP1-UAF1 inh,D2 ag,IDH1 R132H inh,PI4K2A inh,TRHR PAM,TRHR agonist,D2 antagonist,rTrxR1 inhibitor,TrxR1 substrate
Cc1cc(C(=O)NN)n[nH]1,-15%,0.5,3%,3,1,0.3,-9,21%,9%
Cc1[nH]c(=O)[nH]c(=O)c1S(=O)(=O)Nc1ccc(Br)cc1F,-13%,1.4,0%,-5,4,1.0,-3,21%,1%
Cc1cc(Nc2ccc(F)cc2F)n2nc(C)nc2n1,-18%,0.0,-17%,0,6,-0.9,-6,6%[57.1 µM],1%[57.1 µM]
CCOC(=O)CNc1ccc(C(=O)OCC)cc1[N+](=O)[O-],-3%,-0.5,3%,4,-2,0.7,1,-13%,-11%
COc1cccc(Nc2nc(C)cc(C)c2C#N)c1,-14%,0.7,5%,3,6,0.2,-23,6%,4%
C=CCOc1ccc(/C=N/Nc2ccccn2)cc1OC,-18%,.,-4%,-3,1,-2.5,.,15%[57.1 µM],-1%[57.1 µM]
CCOC(=O)N1CCN(Cc2nc(-c3cccc(Cl)c3)no2)CC1,-23%,0.0,0%,2,4,-0.5,4,37%[activator],0%
Cc1nc2sc(C(c3ccc(C(C)C)cc3)N3CCN(CCO)CC3)c(O)n2n1 (centres undefined),-19%,0.2,-6%,50,-4,0.7,-24,6%[57.1 µM],5%[57.1 µM]
CN(c1ccccc1)S(=O)(=O)c1cccc(NC(=O)CCNC(=O)c2ccc([N+](=O)[O-])cc2)c1,-8%,.,10%,-3,.,.,.,15%[57.1 µM],-7%
O=c1c2cc3c(cc2n(Cc2ccc(Cl)cc2)c(=O)n1Cc1nc(-c2ccccc2)no1)OCO3,-11%,-0.4,12%,2,-11,-0.7,.,9%,-1%
CCOc1cccc(NC(=O)c2ccc(F)c(S(=O)(=O)N(CC)c3cccc(C)c3)c2)c1,-23%,1.2,-1%,-6,-1,0.3,.,22%[57.1 µM],-1%[57.1 µM]
C=CCN(c1ccccc1)S(=O)(=O)c1cccc(C(=O)N2CC(C)CC(C)C2)c1 (centres undefined),-9%,0.2,5%,4,-16,-0.5,5,5%,0%
COc1ccc(C2CC(c3ccc(F)cc3)=NN2c2ccccc2)cc1OC (centres undefined),?,0.3,5%,0,-2,1.6,5,-2%[57.1 µM],21%[57.1 µM]
COc1ccc(/C=C/C(=O)N(C)C2CCCCC2)cc1Br,-19%,-0.9,0%,-3,5,-0.4,-2,4%[57.1 µM],-5%
COC(=O)[C@@H](Cc1c[nH]c2ccccc12)NC(=O)c1ccc2c(c1)OCO2,-20%,0.4,0%,-5,6,-0.7,5,28%,5%
O=C(CN1C(=O)NC2(CCCCC2)C1=O)Nc1ccccc1N1CCCCC1,-6%,-0.2,-7%,1,-3,0.6,4,2%,1%
Cc1ccc(C2=N/C(=C\c3ccc(OS(=O)(=O)c4ccc(C)cc4)cc3)C(=O)O2)cc1,-7%,-0.8,2%,31,-4,-0.7,12,5%,9%
O=[N+]([O-])c1ccc(C=NNC(=S)NN=Cc2ccc([N+](=O)[O-])cc2)cc1,-26%,.,4%,-4,.,.,.,5%[2.29 µM],-6%[57.1 µM]
Cn1cc(CNC(=O)c2cc(-c3ccc(Br)cc3)nc3ccccc23)cn1,-16%,-0.1,2%,-9,-4,-0.3,9,12%,6%
COc1ccccc1NC(=O)C(C)OC(=O)CSCC(=O)Nc1cc(C)on1 (centres undefined),-21%,0.2,-6%,-5,-3,0.0,-11,14%,4%
O=C(c1ccccc1)c1ccc(-n2cnnc2)c([N+](=O)[O-])c1,3%,0.4,1%,6,0,0.9,-10,-2%,-4%
CCOCCn1c(SCc2ccccc2)nc2c1c(=O)[nH]c(=O)n2C,-3%,-2.6,14%,0,25,-0.6,-14,9%[57.1 µM],4%[57.1 µM]
Cc1ccc(-n2cc(CNC(C)Cn3cncn3)c(-c3ccc(F)cc3)n2)cc1 (centres undefined),-3%,-1.3,8%,-1,23,-0.7,-17,3%[57.1 µM],-1%[57.1 µM]
COC(=O)Nc1ccc(OCC(=O)N2CCOCC2)cc1,-15%,0.3,2%,0,8,0.2,-5,2%,1%
CC(C)(CO)CNC(=O)CCc1nnc(C2(c3ccc(Cl)cc3)CCC2)o1,-20%,2.0,-4%,-4,15,0.4,1,23%,1%
COc1ccc(/C=N\NC(=O)CC(=O)Nc2cccc(Cl)c2)cc1OC,-17%,-0.9,4%,-5,1,0.4,11,-5%,-6%[57.1 µM]
COc1ccc(CNC(=O)CN(C(=O)CCC(=O)Nc2nccs2)c2ccc(C)cc2)cc1,-1%,6.4,29%,0,3,-0.4,-1,16%,4%
Cc1ccccc1OCCSc1nc2ncnc(N)c2[nH]1,-13%,0.1,5%,-1,5,0.3,-8,24%[57.1 µM],4%[57.1 µM]
Cc1ccc(-n2nc(C)c(C3(O)C(=O)N(C)c4ccccc43)c2N)cc1 (centres undefined),0%,0.2,-6%,-2,-3,0.0,1,8%,3%
CCOc1ccccc1N1CCN(C(=O)c2ccc(Cl)c(S(=O)(=O)N3CCCCC3)c2)CC1,-10%,-1.6,3%,4,-3,-1.7,-3,0%,-6%
Cc1ccccc1N=C1NC(=O)/C(=C/c2cccn2-c2cccc(C(=O)O)c2)S1,-18%,-1.5,-14%,3,3,-1.0,1,-2%[57.1 µM],-2%[57.1 µM]
CCOC(=O)c1ccccc1NC(=O)c1cnn(-c2ccc(OC)cc2)c1C1CCN(C(=O)OC(C)(C)C)CC1,-26%,.,-4%,2,11,0.4,.,9%,2%
CCN(CC)C(=O)CSc1nnc2c3ccccc3n(C)c2n1,-10%,0.0,-6%,-3,14,-0.1,-10,-15%,-12%
CCOC(=O)N1CCC(NC(=O)c2cc3sccc3n2CC)CC1,-6%,-0.9,7%,0,3,-0.5,2,23%,6%
O=C(Nc1ccc(-c2nc3cc(NC(=O)c4ccc(Cl)cc4)ccc3o2)cc1)c1ccc(Cl)cc1,-18%,-0.2,2%,1,1,0.0,.,6%[57.1 µM],0%[57.1 µM]
O=C(OCn1nnc2ccccc2c1=O)c1ccc2ncsc2c1,-23%,-0.3,10%,-6,16,0.1,2,-25%,-2%
O=C(NC(CO)c1ccccc1)c1ccco1 (centres undefined),-14%,.,2%,0,1,0.3,.,19%[57.1 µM],13%[57.1 µM]
O=C(CSc1nnc(NC(=O)c2ccccc2Cl)s1)NC1CC1,-8%,1.2,2%,-1,30,4.1,-4,13%[57.1 µM],5%[57.1 µM]
CC(=O)NN1C(=O)c2ccccc2NC1c1ccc([N+](=O)[O-])o1 (centres undefined),-7%,0.1,5%,-2,-1,0.5,-11,-4%,-2%
O=C(CCN1C(=O)c2ccccc2S1(=O)=O)NCc1ccco1,-7%,-0.9,0%,-3,-1,0.1,-2,-3%,8%

# Whole records, quoted from the list.
# COc1ccc(CNC(=O)CN(C(=O)CCC(=O)Nc2nccs2)c2ccc(C)cc2)cc1 as listed: USP1-UAF1 inh: -1%; D2 ag: 6.4; IDH1 R132H inh: 29%; PI4K2A inh: 0; TRHR PAM: 3; TRHR agonist: -0.4; D2 antagonist: -1; rTrxR1 inhibitor: 16%; TrxR1 substrate: 4%
# CCOCCn1c(SCc2ccccc2)nc2c1c(=O)[nH]c(=O)n2C as listed: USP1-UAF1 inh: -3%; D2 ag: -2.6; IDH1 R132H inh: 14%; PI4K2A inh: 0; TRHR PAM: 25; TRHR agonist: -0.6; D2 antagonist: -14; rTrxR1 inhibitor: 9%[57.1 µM]; TrxR1 substrate: 4%[57.1 µM]
# O=C(CSc1nnc(NC(=O)c2ccccc2Cl)s1)NC1CC1 as listed: USP1-UAF1 inh: -8%; D2 ag: 1.2; IDH1 R132H inh: 2%; PI4K2A inh: -1; TRHR PAM: 30; TRHR agonist: 4.1; D2 antagonist: -4; rTrxR1 inhibitor: 13%[57.1 µM]; TrxR1 substrate: 5%[57.1 µM]

# Retrieved by compound from the list above:
SMILES,USP1-UAF1 inh,D2 ag,IDH1 R132H inh,PI4K2A inh,TRHR PAM,TRHR agonist,D2 antagonist,rTrxR1 inhibitor,TrxR1 substrate
O=C(NC(CO)c1ccccc1)c1ccco1 (centres undefined),-14%,.,2%,0,1,0.3,.,19%[57.1 µM],13%[57.1 µM]
CCOC(=O)N1CCC(NC(=O)c2cc3sccc3n2CC)CC1,-6%,-0.9,7%,0,3,-0.5,2,23%,6%
COC(=O)Nc1ccc(OCC(=O)N2CCOCC2)cc1,-15%,0.3,2%,0,8,0.2,-5,2%,1%
Cc1ccccc1N=C1NC(=O)/C(=C/c2cccn2-c2cccc(C(=O)O)c2)S1,-18%,-1.5,-14%,3,3,-1.0,1,-2%[57.1 µM],-2%[57.1 µM]

# (list continues)
SMILES,USP1-UAF1 inh,D2 ag,IDH1 R132H inh,PI4K2A inh,TRHR PAM,TRHR agonist,D2 antagonist,rTrxR1 inhibitor,TrxR1 substrate
O=c1[nH]c2ccc(NC(=S)Nc3ccc(Cl)cc3)cc2[nH]1,-9%,0.2,1%,-1,-1,0.0,8,?,-9%
Cc1ccc2nc(COc3ccccc3NC(=O)COc3ccc(F)cc3)cc(=O)n2c1,-8%,0.1,0%,-4,-1,0.5,.,-4%[57.1 µM],-3%[57.1 µM]
Cc1ccccc1OCC(=O)Nc1ccc(Cc2ccncc2)cc1,-8%,-0.2,17%,-12,2,-0.2,8,18%,1%
CCCCCc1c(C)nc(N2CCOCC2)[nH]c1=O,-17%,-0.2,-3%,3,2,0.1,2,17%,7%

# Some values from the list:
# For TRHR PAM, Cc1ccc2nc(COc3ccccc3NC(=O)COc3ccc(F)cc3)cc(=O)n2c1 has the entry -1
# For D2 antagonist, O=c1[nH]c2ccc(NC(=S)Nc3ccc(Cl)cc3)cc2[nH]1 has the entry 8

# Screening results: PubChem, National Center for Advancing Translational Sciences (NCATS)
